# TrxR1 substrate: is turned over as a substrate by rat TrxR1; O89049; Potency, µM (titrated, usually from 114 µM), for inactives: top-dose activity change, negative = substrate turnover; purified TrxR1 substrate turnover, NADPH consumption readout; AID 588456; 390,000 tested, 0.01% active; note: potency is the fitted concentration of half-maximal effect; % is set by controls: 0 for no effect and ±100 for the full control effect; nearly all actives have a fitted effect of over 50% in size
#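 Rat TrxR1, dispensed at 90 nM, was prereduced with 400 uM NADPH (final) for 5 min at ~22 deg C, then incubated with compound 15 min before 400 uM selenite. A first-read NADPH fluorescence drop versus no-compound background flagged substrates.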
# GRP78 ERSR act: induces the endoplasmic reticulum stress response in human glioma cells; U87-MG GRP78 promoter luciferase reporter, 16 h; Potency, µM, without a hit: at the top dose activation, usual class: activators; 420,000 tested, 0.02% active; AID 602332; note: potency is the fitted concentration of half-maximal effect; series mostly up to about 76 µM; % of control where 0% means no effect; nearly all actives have a fitted effect of over 35% in size
#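 ERSR induction read as luciferase luminescence (Bright-Glo, 10 min at room temperature) in stably transfected human U87-MG glioma cells exposed to compounds for 16 h, using GRP78 as sensor.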
# Vif-A3G inh: blocks the Vif interaction with human APOBEC3G; Q9HC16; HeLa A3G-eYFP + Vif (tagged APOBEC3G with the HIV-1 protein that degrades it), YFP fluorescence, overnight; Potency, µM (series often up to 46.1 µM), for the others: at the top dose activity, negative = active, actives largely listed as inhibitors; 410,000 tested, 0.076% active; AID 602310;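 note: potency is the fitted concentration of half-maximal effect; % is set by controls: 0 for no effect and ±100 for the full control effect; nearly all actives have a fitted effect of over 60% in size; hits raise eYFP signal because A3G escapes Vif-driven loss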
# Target sequence (Q9HC16 whole entry, looked up): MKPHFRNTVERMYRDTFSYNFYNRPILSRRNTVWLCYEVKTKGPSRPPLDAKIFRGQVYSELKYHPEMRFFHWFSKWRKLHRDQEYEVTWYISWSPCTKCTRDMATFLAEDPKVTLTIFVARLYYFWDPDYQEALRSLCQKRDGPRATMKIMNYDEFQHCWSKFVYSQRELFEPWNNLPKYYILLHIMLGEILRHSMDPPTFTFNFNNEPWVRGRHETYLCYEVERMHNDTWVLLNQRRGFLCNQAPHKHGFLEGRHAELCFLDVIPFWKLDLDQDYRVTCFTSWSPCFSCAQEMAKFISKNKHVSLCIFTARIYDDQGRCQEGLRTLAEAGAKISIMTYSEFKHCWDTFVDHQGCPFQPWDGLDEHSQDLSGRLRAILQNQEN
#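 HeLa cells stably expressing Vif and C-terminally eYFP-tagged A3G, seeded overnight at 37 deg C, then exposed to compound by pintool overnight at 37 deg C. Rise in yellow fluorescence (Ex 488/Em 500-530, Acumen) marks blocked Vif-driven A3G degradation.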
# LDHA inh: blocks human lactate dehydrogenase A; purified LDHA, NADH/diaphorase-resazurin fluorescence; hits give low values; activity change, % (values are at about 110 or 230 µM); 480,000 tested, 0.15% active; P00338; in the data active = activity change below about -30%; inconclusive = mostly about -25% to -30%;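 note: plate controls were DMSO wells for no effect and wells without enzyme for full effect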
#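 Human LDH5 (2 nM) was incubated with 0.06 mM NADH and 0.2 mM pyruvate for 5 min at room temperature in Tris pH 7.4. Remaining NADH was coupled through diaphorase/resazurin, and resorufin fluorescence was read at 0 and 20 min.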
# Vif-APOBEC3F blk: inhibitors of Vif-A3F interaction; HeLa A3F-eYFP + Vif (tagged APOBEC3F with the HIV-1 protein that degrades it), YFP fluorescence increase; Potency, µM (highest dose often 46.1 µM), inactives show at the highest dose activity, negative = active; 390,000 tested, 0.2% active; AID 602313; note: potency is the fitted concentration of half-maximal effect; % of control where 0% means no effect; nearly all actives have a fitted effect of over 65% in size
#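 Fluorescence increase (Ex 488/Em 500-530) after overnight compound treatment at 37 deg C flags inhibition of Vif-driven A3F-eYFP loss in stable HeLa A3F-eYFP/Vif cells seeded overnight beforehand.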
# RGS4 inhibitor: human RGS4 inhibition; P49798; Transcreener GDP fluorescence polarization, RGS4-accelerated GTP hydrolysis; Potency, µM (series often up to 114 µM), without a hit: top-dose activity change, negative = inhibition, hits mostly inhibitors; 390,000 tested, 0.039% active; note: potency is the fitted concentration of half-maximal effect; % is set by controls: 0 for no effect and ±100 for the full control effect; nearly all actives have a fitted effect of over 75% in size; some results filed as inactive show a strong effect at the top dose
# Target sequence (P49798 whole entry, looked up): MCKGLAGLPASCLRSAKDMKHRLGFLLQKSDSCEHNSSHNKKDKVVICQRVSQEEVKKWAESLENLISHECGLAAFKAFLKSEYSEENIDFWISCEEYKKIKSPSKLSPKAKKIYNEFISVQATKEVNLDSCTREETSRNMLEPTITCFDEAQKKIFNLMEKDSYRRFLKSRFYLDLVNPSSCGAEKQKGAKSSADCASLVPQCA
#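 MLSMR compounds (23 nl, pin-transferred) preincubated 10 min at room temperature with a 500nM (2x) first reagent, then RGS4 at 900nM (2x) plus Transcreener GDP mix added; fluorescence polarization (620/688 nm) read before and after 90 min at 30 °C.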
# USP1-UAF1 inh: blocks the human USP1/UAF1 deubiquitinase complex; O94782; AID 743255; 390,000 tested, 0.23% active; recombinant USP1/UAF1, Ub-Rhodamine cleavage fluorescence; Potency, µM (titrated, usually from 57.1 µM), without a hit: at the top dose activity change, negative = inhibition, hits mostly inhibitors; note: potency is the fitted concentration of half-maximal effect; % is set by controls: 0 for no effect and ±100 for the full control effect; nearly all actives have a fitted effect of over 60% in size; inactives centre near -12
#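 USP1/UAF1 complex (1 nM) preincubated 15 min at room temperature with compound, then Ub-Rho substrate (150 nM final) added. Kinetic fluorescence at 480/540 nm over 6 reads at 60 s intervals; 50 mM HEPES pH 7.8, 0.5 mM EDTA, 0.1 mg/ml BSA, 1 mM TCEP, 0.01% Tween-20.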
# TrxR1 inh: rat TrxR1 inhibition. O89049. recombinant rTrxR1, NADPH fluorescence consumption, selenite substrate. Potency, µM (top dose mostly 114 µM), for the others: top-dose activity change, negative = inhibition, actives largely listed as inhibitors. 390,000 tested, 1% active. AID 588453; note: potency is the fitted concentration of half-maximal effect; % is set by controls: 0 for no effect and ±100 for the full control effect; nearly all actives have a fitted effect of over 65% in size
#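 Rat TrxR1 (90 nM in the dispensed reagent) was pre-reduced with 400 uM NADPH for 5 min at room temperature, then incubated with compound for 15 min. After 400 uM selenite was added, NADPH fluorescence (Ex 340/Em 450 nm) was followed for 8 min.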
# IDH1 R132H inh: human IDH1 R132H inhibition. O75874. Potency, µM (top dose mostly 76.6 µM), for inactives: at the highest dose activity change, negative = inhibition, usual class: inhibitors. 390,000 tested, 0.093% active. AID 602179. IDH1-R132H enzyme, NADPH consumption, diaphorase/resazurin fluorescence; note: potency is the fitted concentration of half-maximal effect; % is set by controls: 0 for no effect and ±100 for the full control effect; nearly all actives have a fitted effect of over 65% in size
# Target sequence (O75874 whole entry R132H, stated change not applied): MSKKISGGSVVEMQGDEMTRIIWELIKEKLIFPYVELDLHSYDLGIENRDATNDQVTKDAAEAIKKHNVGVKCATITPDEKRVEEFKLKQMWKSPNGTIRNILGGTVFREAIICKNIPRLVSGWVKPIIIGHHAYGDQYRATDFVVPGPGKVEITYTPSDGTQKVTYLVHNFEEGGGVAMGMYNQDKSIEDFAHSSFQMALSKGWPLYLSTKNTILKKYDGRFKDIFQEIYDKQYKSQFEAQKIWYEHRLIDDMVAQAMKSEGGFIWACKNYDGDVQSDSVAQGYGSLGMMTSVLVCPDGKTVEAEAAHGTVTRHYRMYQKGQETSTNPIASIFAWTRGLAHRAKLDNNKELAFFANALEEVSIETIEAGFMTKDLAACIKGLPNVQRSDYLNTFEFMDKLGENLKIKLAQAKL
#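 IDH1-R132H (0.5 ug/mL dispensed) in pH 7.5 Tris buffer was preincubated 30 min with compound, then given a substrate mix of 0.016 mM NADPH and 2 mM alpha-KG for 80 min at room temperature; remaining NADPH was read by diaphorase/resazurin fluorescence.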
# * = called active by the depositor; ? = inconclusive; & = joins results of further samples; [ ] = another dose, or the depositor's remark. Unless noted, calls come from the whole dose curve; as a rule, active = well fitted curve in the direction sought with a large enough effect; inconclusive = small, poorly fitted or top-dose-only effect, or another doubt; inactive = no such curve, though single readings can be large; an effect the other way counts as inactive or inconclusive. A portion of the library. The share of hits here may be higher or lower than overall.
SMILES,TrxR1 substrate,GRP78 ERSR act,Vif-A3G inh,LDHA inh,Vif-APOBEC3F blk,RGS4 inhibitor,USP1-UAF1 inh,TrxR1 inh,IDH1 R132H inh
COc1ccc(-c2ccc(-c3noc(-c4ccccc4F)n3)c(OC)n2)cc1,12%,-2%,-6%,0,-21%,16%,-5%,4%,1%
COC(=O)Cc1c(O)ccn(CCc2ccccc2)c1=O,9%[57.1 µM],-3%,2%,-10,9%,2%,-7%,7%[57.1 µM],3%
Cc1cccc(NC(=O)CSCC(=O)N(C)Cc2ccc(Cl)c(Cl)c2)c1,1%,0%,0%,0,-15%,-5%,-8%,1%,12%
CCCC(=O)Nc1ccc(C(=O)COC(=O)C2CC2C)cc1 (stereo unspecified),-5%,-4%,3%,-8,-3%,16%,-16%,12%,2%
O=[N+]([O-])c1ccc(O)c(/C=N/Nc2ccccc2Cl)c1,3%[57.1 µM],5%,-2%,2,-1%,-37%,0%,12%[57.1 µM],3%
CCCc1nnc(SCC(=O)N2CCCCC2C)n1CC1CCCO1 (stereo unspecified),1%[57.1 µM],-2%,-1%,-3,6%,14%,-9%,-4%[57.1 µM],7%
O=C(O)c1ccc(CSc2ccccn2)cc1,11%[57.1 µM],-4%,0%,-4,5%,1%,-8%,16%[11.4 µM],4%
C=CCn1cnc2scc(-c3ccc(OC)cc3)c2c1=O,5%,0%,-10%,-1,?,-2%,-21%,12%,3%
CC(C)CC(=O)NC(NC(=S)Nc1sc2c(c1C#N)CCCC2)C(Cl)(Cl)Cl (stereo unspecified),-3%[57.1 µM],-1%,4%,-7,-4%,?,-6%,-7%[57.1 µM],5%
CCc1ccc(S(=O)(=O)c2nnn3c2nc(N2CCC(C(N)=O)CC2)c2cc(Cl)ccc23)cc1,31%[activator],-1%,1%,0,4%,-4%,-3%,58%[activator],-19%
Cc1ccc(C(=O)Nc2nccc(C)n2)cc1,7%[57.1 µM],-6%,-3%,0,-1%,-2%,-17%,13%[57.1 µM],9%
COc1cc(NC(=O)Cc2ccccc2)cc(OC)c1,4%[57.1 µM],-1%,-4%,-1,-3%,3%,0%,0%,1%
COc1ccc(CNC(=O)c2ccc(CS(=O)(=O)c3ccc(Br)cc3)o2)cc1,5%&2%[57.1 µM],2%&-2%,-1%&4%,-4&-4,0%&1%,-4%&-21%,-17%&-23%,12%&9%[57.1 µM],-6%&-1%
Cc1ccc(O)c(NC(=S)NC(=O)/C=C/c2ccccc2)c1,-6%,-3%,-1%,-3,-7%,-20%,-25%,8%,-6%
C/C=C\C(=O)Nc1cccc(C2=NOC3(C2)C[C@H](C(N)=O)N(C(=O)Cc2ccc([N+](=O)[O-])cc2)C3)c1 (stereo partly specified),-3%[57.1 µM],-3%,-1%,0,0%,-6%,4%,-10%[57.1 µM],-4%
COc1ccccc1S(=O)(=O)Nc1cc(S(=O)(=O)N2CCCCC2)ccc1N1CCOCC1,-2%,-4%,3%,-1,-5%,1%,-12%,13%,6%
COC(=O)c1ccc(CNC(=O)COC(=O)/C=C/c2cc(OC)c(OC)c(OC)c2)cc1,23%,-2%,-1%,-3,4%,-9%,-18%,13%,6%
O=c1ccc(-c2ccccc2)nn1Cc1ccc(F)cc1,-5%,5%,-5%,0,-1%,29%,-4%,0%,-8%
COc1ccc(CC(=O)NCc2nc3cccnc3n2Cc2ccccc2)cc1,8%[57.1 µM],-1%,-5%,-2,-13%,-8%,-6%,36%[57.1 µM],-8%
CCS(=O)(=O)c1ccc2oc(Nc3cc(Cl)ccc3OC)nc2c1,3%,1%,0%,-3,-27%,3%,-11%,16%,4%
COc1ccccc1C(=O)NCCC(=O)NCC(c1ccco1)N1CCCC1 (stereo unspecified),-3%,-2%,1%,-11,0%,-7%,-5%,0%,1%
COc1ccc(Cl)cc1NC(=O)CSC1=Nc2ccccc2C2=NC(CC(=O)NC3CCCCC3)C(=O)N12 (stereo unspecified),-9%,-2%,-3%,0,9%,3%,-13%,-18%,-15%
Nc1cccc(S(=O)(=O)NC2=NCCC2)c1,-4%,-5%,-2%,1,5%,1%,-5%,0%,0%
COc1ccc(C2CC(c3ccccc3)=NN2c2ccc(/C=N/NC(=O)c3ccncc3)cc2)cc1 (stereo unspecified),-12%,10%,-14%,3,-2%,-33%,?,-9%,2%
O=C(c1ccccc1)c1ccc(OCCCN2CCCCC2)cc1,1%,0%,5%,-19,-2%,-43%,-18%,-2%,3%
CN1CCN(c2ccccc2NC(=O)c2ccc(OCc3ccccc3)cc2)CC1,-10%,-9%,-1%,-5,0%,10%,-14%,7%[57.1 µM],4%
CC1CCc2nn(CC(=O)Nc3cccc(C(F)(F)F)c3)c(=O)cc2C1 (stereo unspecified),1%[57.1 µM],-3%,0%,-6,-2%,-3%,-21%,27%[57.1 µM],-1%
CCC1CCCCN1CCCNC(=O)c1cn(CC)c2ccc(S(=O)(=O)N3CCc4ccccc4C3)cc2c1=O (stereo unspecified),-8%,-4%,4%,-2,-9%,37%,-5%,-5%,-6%
CC(=O)Nc1cccc(NC(=O)Nc2cccc(Cl)c2C)c1,1%,-3%,-12%,-6,-7%,1%,-14%,8%,11%
CCCOc1ccc(N2C(=O)CC(NCC(=O)OCC)C2=O)cc1 (stereo unspecified),?,5%,-2%,-8,11%,14%,-5%,?,-3%
Cc1ccc(OCC(=O)NNC(=O)Cn2nnc(-c3ccccc3)n2)cc1,-11%[57.1 µM],13%,1%,-8,7%,-20%,-11%,45%[57.1 µM],4%
O=C(Cn1cnc2c(oc3ccccc32)c1=O)N1CCCc2ccccc21,8%,-1%,-2%,-2,-26%,-5%,-9%,16%,4%
CCc1ccc(C(=O)OCC(=O)NC2CCCC2)cc1,11%[57.1 µM],1%,0%,-6,-4%,6%,-3%,6%[57.1 µM],3%
CCOC(=O)C1=C(c2ccccc2)N=C2SCC(=O)N2C1c1ccc2c(c1)OCO2 (stereo unspecified),-8%,-2%,-1%,-4,-5%,-18%,-17%,7%,1%
CCC(CO)Nc1ccc(-c2n[nH]c(=O)c3ccccc23)cc1[N+](=O)[O-] (stereo unspecified),2%,2%,-6%,0&11,3%,35%,-24%,22%,0%
COc1ccc(C2CC(c3ccccc3)=NN2C(=O)CSc2ncn[nH]2)cc1 (stereo unspecified),-14%,2%,-6%,-6,6%,-8%,-17%,-6%,-11%
CC(C)(C)OC(=O)[C@H](Cc1ccccc1)NC(=O)c1nc[nH]c1C(=O)NC1CCN(C(=O)OC(C)(C)C)CC1,-8%[57.1 µM],-13%,-11%,3,8%,-11%,-32%,19%[57.1 µM],-5%

# An excerpt of these results, field by field.
> O=[N+]([O-])c1ccc(O)c(/C=N/Nc2ccccc2Cl)c1
  TrxR1 substrate = 3%[57.1 µM] | GRP78 ERSR act = 5% | Vif-A3G inh = -2% | LDHA inh = 2 | Vif-APOBEC3F blk = -1% | RGS4 inhibitor = -37% | USP1-UAF1 inh = 0% | TrxR1 inh = 12%[57.1 µM] | IDH1 R132H inh = 3%
> CCCc1nnc(SCC(=O)N2CCCCC2C)n1CC1CCCO1 (stereo unspecified)
  TrxR1 substrate = 1%[57.1 µM] | GRP78 ERSR act = -2% | Vif-A3G inh = -1% | LDHA inh = -3 | Vif-APOBEC3F blk = 6% | RGS4 inhibitor = 14% | USP1-UAF1 inh = -9% | TrxR1 inh = -4%[57.1 µM] | IDH1 R132H inh = 7%
> O=C(O)c1ccc(CSc2ccccn2)cc1
  TrxR1 substrate = 11%[57.1 µM] | GRP78 ERSR act = -4% | Vif-A3G inh = 0% | LDHA inh = -4 | Vif-APOBEC3F blk = 5% | RGS4 inhibitor = 1% | USP1-UAF1 inh = -8% | TrxR1 inh = 16%[11.4 µM] | IDH1 R132H inh = 4%
> C=CCn1cnc2scc(-c3ccc(OC)cc3)c2c1=O
  TrxR1 substrate = 5% | GRP78 ERSR act = 0% | Vif-A3G inh = -10% | LDHA inh = -1 | Vif-APOBEC3F blk = ? | RGS4 inhibitor = -2% | USP1-UAF1 inh = -21% | TrxR1 inh = 12% | IDH1 R132H inh = 3%

# Source: PubChem (National Center for Advancing Translational Sciences (NCATS))
